MITF primary = blocks human microphthalmia-associated transcription factor | O75030 | AlphaScreen MITF homodimerization, bead proximity signal | inhibition, % at 2.6 µM | hit rate 0.91% among 650,000 | AID 1259374; in the data active = inhibition above about 50%;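 also: 0% = vehicle wells with protein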
Target sequence (O75030 whole entry, looked up): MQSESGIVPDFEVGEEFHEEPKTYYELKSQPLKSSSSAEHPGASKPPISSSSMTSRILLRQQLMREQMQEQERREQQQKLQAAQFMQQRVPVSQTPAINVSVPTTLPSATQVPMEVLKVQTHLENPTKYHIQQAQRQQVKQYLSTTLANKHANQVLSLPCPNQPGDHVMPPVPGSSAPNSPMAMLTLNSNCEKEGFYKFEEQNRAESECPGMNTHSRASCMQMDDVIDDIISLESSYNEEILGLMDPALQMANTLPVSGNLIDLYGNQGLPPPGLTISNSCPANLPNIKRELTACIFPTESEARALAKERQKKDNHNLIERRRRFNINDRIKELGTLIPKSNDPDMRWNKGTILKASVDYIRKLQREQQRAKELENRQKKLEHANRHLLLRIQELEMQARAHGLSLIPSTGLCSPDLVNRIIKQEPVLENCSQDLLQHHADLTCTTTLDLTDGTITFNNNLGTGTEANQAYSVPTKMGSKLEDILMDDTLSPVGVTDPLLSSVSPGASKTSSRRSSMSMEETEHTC
FBW7 act = activators of human E3 ligase FBW7. normalized activity (activation), % at 26.1 µM. AlphaScreen FBW7–phospho-cyclin E peptide binding, activator screen. hit rate 0.13% among 650,000. Q969H0; in the data active = normalized activity above about 1.9%;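 also: purified mutant Fbw7 with reduced substrate affinity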
TEAD-YAP inh = TEAD-YAP interaction inhibition; HEK-TIYL cells, TEAD-Gal4/YAP UAS-luciferase luminescence; inhibition, % at 9.12 µM; hit rate 1.4% among 640,000; AID 1259422; in the data active = inhibition above about 32%;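 also: 0% = median of test compound wells and 100% = reference inhibitor wells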
GPR151 ag = activators of human GPR151; Q8TDV0; PathHunter beta-arrestin GPR151 cells, luminescence; activation, % at 11.2 µM; hit rate 1% among 650,000; AID 1508602; in the data active = activation above about 4.9%;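 also: 0% = median of compound wells and 100% = cells with positive control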
Target sequence (Q8TDV0 whole entry, looked up): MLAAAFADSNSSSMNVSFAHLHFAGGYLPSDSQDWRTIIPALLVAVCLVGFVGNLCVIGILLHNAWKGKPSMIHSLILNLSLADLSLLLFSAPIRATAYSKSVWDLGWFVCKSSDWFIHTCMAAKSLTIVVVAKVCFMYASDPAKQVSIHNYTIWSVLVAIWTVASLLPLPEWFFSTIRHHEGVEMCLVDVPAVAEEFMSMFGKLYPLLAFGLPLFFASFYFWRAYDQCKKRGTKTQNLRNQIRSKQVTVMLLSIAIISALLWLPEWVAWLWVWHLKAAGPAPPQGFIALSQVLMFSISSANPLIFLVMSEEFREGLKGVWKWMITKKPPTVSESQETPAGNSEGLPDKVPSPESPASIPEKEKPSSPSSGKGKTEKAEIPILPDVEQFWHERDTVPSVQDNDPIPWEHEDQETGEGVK
The depositor's hits bear a star; . = not tested or not shown; & = joins results of further samples.

compound	MITF primary	FBW7 act	TEAD-YAP inh	GPR151 ag
N#CSc1ccc(NS(=O)(=O)c2ccc3c(c2)OCCO3)cc1	-3	0.1	14	-0.2
O=C(c1nc2ccccn2c1CN1CCCC(O)C1)N1CCN(C2CCCCC2)CC1 (configuration not stated)	1	-0.1	5	-1.7
COc1cc(Nc2nc(Nc3ccccn3)ncc2C)cc(OC)c1OC	4	0.0	9	0.0
COc1ccccc1CN1CCNC(=O)C1CC(=O)NCCCN1CCc2ccccc21 (configuration not stated)	7	0.0	-2	-1.2
Cc1cc(NC(=O)CSc2nnc(NC(=O)CCc3ccccc3)s2)no1	10	0.4	6	-2.4
Cc1onc(C(=O)Nc2cccc(Cl)c2)c1[N+](=O)[O-]	4	-0.1	0	-1.9
CCCCC(CC)CNC(=O)/C=C/C(=O)O (configuration not stated)	17	0.2	-4	1.3
c1ccc(-n2c(SCc3nc4ccccc4[nH]3)nc3ccccc32)cc1	21	0.2	-11	-1.2
CC1(C)CC(NCc2ccccc2)CCO1 (configuration not stated)	-3	0.0	3	2.6
CC(C)(C)NC(=O)CN(Cc1ccco1)C(=O)c1csnn1	1	-0.1	-6	-0.8
NNC(=O)c1ccc(OCc2ccc(F)cc2)cc1	-14	0.0	-4	-4.7
C/C=C/c1ccc(OCCCCNCCN2CCOCC2)c(OC)c1	61*	-0.1	10	1.6
OC[C@H]1O[C@@H]2OC3(CCCCC3)O[C@@H]2[C@H]2OC3(CCCCC3)O[C@H]21	6	0.0	-2	-1.6
Nc1nc2ccc(Oc3ccccc3)cc2s1	3	0.4	1	8.9*
O=C(CSCc1ccc([N+](=O)[O-])cc1)N/N=C/c1c(O)ccc2ccccc12	15	-0.2	11	1.1
CCN1CCCC(OC(=O)C(c2ccccc2)c2ccccc2)C1 (configuration not stated)	19&10	0.2&0.1	12	0.0&1.0
COc1ccc2c(c1)C(C)=CC(C)(C)N2C(=O)CN1C(=O)C2CCCCC2C1=O (configuration not stated)	-3	-0.1	3	1.3
Cc1cc(C(=O)CSc2nc(N)cc(=O)[nH]2)ccc1F	-13	-0.3	-14	-1.1
Cn1c(=O)n(C)c2cc(C(=O)Nc3ccc(Br)cc3)ccc21	-17	0.1	-8	0.3
COc1ccc(N2CCN(c3ncnc4sc(C(=O)NC5CCCCCC5)c(C)c34)CC2)cc1	13	0.1	9	-0.6
COc1ccc(C2CC(=O)C3=C(C2)Nc2ccccc2NC3c2ccc(C)c([N+](=O)[O-])c2)cc1 (configuration not stated)	11	0.0	-1	2.0
O=C(O)c1cc(S(=O)(=O)NCc2ccncc2)ccc1Cl	8	0.8	2	-2.0
CN1CCC(NCc2ccccc2F)C(c2ccccc2)C1 (configuration not stated)	10	0.0	0	0.2
COc1ccc(NS(=O)(=O)c2ccc(Cl)cc2C(F)(F)F)cc1S(N)(=O)=O	13	0.6	2	-1.3
Cc1c(NC(=O)CSc2nc3ccc(NC(=O)c4ccc(Cl)cc4)cc3s2)c(=O)n(-c2ccccc2)n1C	11	0.6	7	1.1
COc1ccccc1C1NC(=O)c2c(sc3c2CCN(C)C3)N1 (configuration not stated)	7	0.0	-3	0.3
CCN1CCN(C(c2cccs2)C(C)NC(=O)Cc2ccc(F)cc2)CC1 (configuration not stated)	-7	-0.2	-1	0.3
Cc1oc2c(c1C(=O)NCc1cc(C(=O)O)co1)CCCC2	8	0.1	13	-0.3
COc1ccc(C2(O)CN(c3ccccc3)C3=[N+]2CCCS3)cc1 (configuration not stated)	-20&6	0.0&0.0	4&4	0.0&-1.0
CC[N+](CC)(CCNC(=O)C(=O)NCC[N+](CC)(CC)Cc1ccccc1Cl)Cc1ccccc1Cl	2	0.1	.	1.2
O=C(O)COc1ccc(/C=C2/NC(=S)NC2=O)cc1	-10	0.2	2	1.2
Cc1cccc(OC(=O)CCN2C(=O)C3C4C=CC(C5CC45)C3C2=O)c1C (configuration not stated)	8	-0.5	7	0.7
O=C(CSc1nnc(COc2ccc(Cl)cc2)o1)N1CCc2ccccc21	24	0.9	-3	-1.7
COC(=O)c1cc(Br)ccc1NC(=O)c1ccc([N+](=O)[O-])cc1	0	0.3	5	0.5
CCCCCCCCCCCSCC(=O)O	-21	.	.	0.3
Cc1ccc(C(=O)COC(=O)CCC(=O)Nc2cc(C(F)(F)F)ccc2Cl)cc1	-4	0.0	0	-0.9
COCCCNC(=O)Cc1c(C(=O)O)[nH]c2ccc(Cl)cc12	7	0.4	-3	0.6
COC(=O)c1ccc(CN2CCC(n3nccc3NC(=O)Nc3ccccc3C)CC2)cc1	0	-0.1	9	0.9
CS(=O)(=O)c1ccc2nc(NC(=O)COc3ccccc3Cl)sc2c1	7	-0.1	1	0.1
CCc1nc2ccccc2c2nn(CC(=O)NC3CC3)c(=O)n12	1	-0.2	-8	1.2

4 of the compounds above, field by field:
O=C(O)COc1ccc(/C=C2/NC(=S)NC2=O)cc1
  MITF primary: -10	FBW7 act: 0.2	TEAD-YAP inh: 2	GPR151 ag: 1.2
Cc1cccc(OC(=O)CCN2C(=O)C3C4C=CC(C5CC45)C3C2=O)c1C (configuration not stated)
  MITF primary: 8	FBW7 act: -0.5	TEAD-YAP inh: 7	GPR151 ag: 0.7
O=C(CSc1nnc(COc2ccc(Cl)cc2)o1)N1CCc2ccccc21
  MITF primary: 24	FBW7 act: 0.9	TEAD-YAP inh: -3	GPR151 ag: -1.7
COC(=O)c1cc(Br)ccc1NC(=O)c1ccc([N+](=O)[O-])cc1
  MITF primary: 0	FBW7 act: 0.3	TEAD-YAP inh: 5	GPR151 ag: 0.5

Remaining list, next part.
compound	MITF primary	FBW7 act	TEAD-YAP inh	GPR151 ag
CCCC(C)c1nnc(NC(=O)Cc2ccc(OC)cc2)s1 (configuration not stated)	7	0.1	3	2.5
O=C(/C=C/NC1CCN(Cc2ccccc2)CC1)C(F)(F)F	-1	0.2	7	0.2
CCCNc1ncnc2nc(Nc3cnccn3)[nH]c12	10	-0.2	8	0.0
CC1CCN(C(=O)C(C(=O)c2ccc(Br)cc2)n2ccccc2=O)CC1 (configuration not stated)	-7	-0.3	8	-0.2
Cc1ccc(NC(=O)C(Cc2ccccc2)NS(=O)(=O)c2cccs2)cc1 (configuration not stated)	12	-0.1	-7	4.1
C=CCOC(=O)C1C(=O)CC(C)(O)C(C(=O)OCC=C)C1c1ccc(OCC)cc1 (configuration not stated)	8	0.0	-9	-1.1
CCc1nc(N2CCCCC2)c(C#N)c2c1COC(C)(C)C2	-3	0.0	0	-1.0
O=C(O)CC(NCc1ccco1)C(=O)Nc1cccc(O)c1 (configuration not stated)	-17	0.1	-2	1.3
c1ccc(-c2cc3c(NCCCN4CCOCC4)ncnc3s2)cc1	61*	-0.3	-7	-1.5
CC(C)(C)CC(=O)Nc1nnc(C(F)(F)F)s1	5	1.5	9	-0.4
O=C1N[C@H](Cc2ccccc2)C(=O)N2CCN(C(=O)c3cccc4ccccc34)C[C@H]12	-2	0.0	-8	0.2
COc1ccc(N2C(=O)CC(N3CCN(c4ncccn4)CC3)C2=O)cc1 (configuration not stated)	6	0.0	4	-0.1
O=C(c1cccc(F)c1)N1CCN=C1SCc1ccc([N+](=O)[O-])cc1	6	0.0	12	-0.4
CCCCn1c(CNC(=O)c2cccc(C)c2)nnc1SC(C)C(=O)Nc1sc(C(=O)OCC)c(C)c1C(=O)OCC (configuration not stated)	-3	-0.2	4	0.2
CCOC(=O)C1=C(C)N=c2s/c(=C\c3cccc(OCc4ccc([N+](=O)[O-])cc4)c3)c(=O)n2C1c1ccc(OC)c(OC)c1 (configuration not stated)	-6	0.0	2	-0.1
COc1cccc(-c2ccc3nnc(SCC(=O)N4CCc5ccccc54)n3n2)c1	23	0.6	2	-1.0
COc1cccc(C2=NS(=O)(=O)N(C)C(C(=O)N3CCN(c4ccccc4)CC3)=C2)c1	14	0.0	4	1.2
O=C(CSc1nc2ccccc2[nH]1)NO	27	0.0	-4	-1.0
CCCSc1nnc2c(n1)OC(c1ccc(C)s1)Nc1ccccc1-2 (configuration not stated)	6	0.0	-63	0.7
CCC(CC(=O)NC1CCCCC1)CC(=O)NC1CCCCC1	14	0.8	6	1.7
CC(C)N1CCN(Cc2nc3ccccc3s2)CC1CCO (configuration not stated)	3	-0.2	15	0.7
Oc1ccc(/C=N/Nc2cc(N3CCOCC3)nc(N3CCOCC3)n2)cc1O	-12	-0.5	-9	0.2
CCOC(=O)C(=O)Nc1nc(-c2ccc3c(c2)CCN3C(C)=O)cs1	21	0.6	-7	-0.6
Cc1ccc(-c2noc(CSc3nnc(-c4ccncc4)n3C)n2)cc1	-4	-0.8	-2	1.6
CCSc1nc2ccccc2n1C(=O)CCCN1C(=O)c2cccc3cccc(c23)C1=O	-1	0.1	2	-0.3
Cc1ccc2nc(Nc3nc(-c4ccccc4)cc(=O)[nH]3)nc(C)c2c1	4	-0.1	9	1.5
COc1ccc(C2(C(=O)N3CCC4(CCC(=O)N4C)CC3)CCCC2)cc1	9	0.0	1	0.6
Cc1nonc1OCCNC(=O)c1ccc(OC2CCN(Cc3ccccn3)CC2)cc1	2	-0.1	-3	-2.2
Cc1cc(F)ccc1NC(=O)CCS(=O)(=O)c1cc2c(cc1Cl)NC(=O)CO2	2	0.5	6	0.1
CC1CN(c2ncnc3c2c(-c2ccccc2)cn3-c2ccc(F)cc2)CC(C)O1 (configuration not stated)	5	0.1	-2	1.5
O=C(NCc1ccco1)c1c(F)cccc1Cl	-5	0.0	-2	-0.7
CC(C)NC(=O)CN(Cc1ccccc1F)S(=O)(=O)c1ccc(Cl)cc1	13	0.9	-9	-1.0
O=C(CCl)NC(Cc1ccc(F)cc1)C(=O)O (configuration not stated)	-1	-0.1	3	1.2
CCCCCCC1CCC(c2noc(-c3cccc(Br)c3)n2)CC1 (configuration not stated)	-12	0.1	1	0.3
COc1cc(OC)cc(C(=O)Nc2cc(C(=O)Nc3ccccc3F)ccc2N2CC3CC(C2)c2cccc(=O)n2C3)c1 (configuration not stated)	5	0.1	-2	-3.0
COc1ccccc1NC(=O)N1CCC(n2c(C)nc3cc(F)ccc32)CC1	5	0.0	2	-0.6
CC(=O)Nc1cnn(-c2ccc(C(=O)NC(C)Cc3ccccn3)cc2)c1 (configuration not stated)	3	-0.1	-4	-0.9
COc1ccc(C(c2nnnn2C(C)C)N2CCN(c3ccc(OC)cc3)CC2)cc1 (configuration not stated)	5	-0.1	5	0.9
c1ccc(CNc2nc(Nc3ccc(-n4ccnc4)cc3)nc3c2ncn3-c2ccccc2)cc1	-1	-0.1	-6	1.9
O=C(NCCCO)/C(=C\c1cccc([N+](=O)[O-])c1)NC(=O)c1ccccc1Br	5	-0.2	-2	2.7

Individual results from the entries so far:
FBW7 act, `COc1cc(OC)cc(C(=O)Nc2cc(C(=O)Nc3ccccc3F)ccc2N2CC3CC(C2)c2cccc(=O)n2C3)c1` (configuration not stated) → 0.1
GPR151 ag, `Cc1cc(F)ccc1NC(=O)CCS(=O)(=O)c1cc2c(cc1Cl)NC(=O)CO2` → 0.1
FBW7 act, `O=C(NCc1ccco1)c1c(F)cccc1Cl` → 0.0

The results go on.
compound	MITF primary	FBW7 act	TEAD-YAP inh	GPR151 ag
COC(=O)c1cc(C(=O)OC)cc(N2C(=O)c3ccc(Oc4ccc([N+](=O)[O-])cc4)cc3C2=O)c1	17	0.3	8	0.9
COCCNC(=O)CSc1nc2ccccc2c(=O)n1CCC(=O)NC1CCCCC1	-4	0.0	-14	0.7
Cc1cnc(N2CCOCC2)nc1NCc1cccnc1	11	-0.1	-3	-0.3
COC(=O)c1ccc(CNc2ccc(F)c(F)c2)cc1	-23	0.0	-10	-1.2
N#C/C(=C\c1ccc(O)cc1)c1nnc(N2CCOCC2)n1-c1ccccc1	14	0.0	0	1.4
COC(=O)C1=C(C(=O)OC)C2(OC1c1ccc(Br)cc1)C(=O)c1ccccc1C2=O (configuration not stated)	11	0.1	2	-0.4
CCOC(=O)C1=C(N)OC2=C(C(=O)CCC2)C1c1cccs1 (configuration not stated)	7	0.0	-3	-0.7
CC1=NN(c2ccc(F)cc2)C(=O)/C1=C/c1ccc(N(C)C)c([N+](=O)[O-])c1	4	-0.2	-7	-0.8
CCOC(=O)C1=C(C)N=c2s/c(=C/c3ccc(OC)cc3C)c(=O)n2C1c1cc(OC)ccc1OC (configuration not stated)	7	-0.1	8	0.2
Cc1nc2sccn2c1C(=O)N(C)Cc1ccccc1	14	0.2	1	0.4
COc1ccc([N+](=O)[O-])cc1C1=N/C(=C/c2cccc(Cl)c2Cl)C(=O)O1	-1	0.3	5	-1.1
O=C(Nc1ccccc1)C12CC1/C(=N\O)c1ccccc1O2 (configuration not stated)	3	-0.1	.	0.1
CC(C)CCNC(=O)Cc1ccccc1[N+](=O)[O-]	-13	0.1	2	-1.1
CCOc1ccc(N2C(=O)CC(SCC(=O)Nc3cccc(Cl)c3C)C2=O)cc1 (configuration not stated)	5	-0.2	10	2.7
C/C(CC(=O)N(C(C)C)C(C)C)=N/NC(=O)c1ccc(C(C)(C)C)cc1	-11	-0.1	-1	-0.4
CC(C)(C)C(=O)C1=C(O)C(=O)N(Cc2ccccc2)C1c1cccnc1 (configuration not stated)	7	0.0	9	0.9

Source: PubChem
